RORgamma inh: ROR gamma (mouse) transcription inhibition | AID 2551 | Drosophila S2 Gal4-RORgamma UAS-luciferase reporter, 20 h | P51450 | 5.4% of 310,000 active | Potency, µM (titrated, usually from 53.6 µM), inactives show top-dose activity change, negative = inhibition, usual class: inhibitors; further: potency means the concentration at half of the fitted maximal effect; on the % scale 0 is the no-effect control and ±100 the full control effect; nearly all actives have a fitted effect of over 60% in size
Target sequence (P51450 whole entry, looked up, the tested form may be a part): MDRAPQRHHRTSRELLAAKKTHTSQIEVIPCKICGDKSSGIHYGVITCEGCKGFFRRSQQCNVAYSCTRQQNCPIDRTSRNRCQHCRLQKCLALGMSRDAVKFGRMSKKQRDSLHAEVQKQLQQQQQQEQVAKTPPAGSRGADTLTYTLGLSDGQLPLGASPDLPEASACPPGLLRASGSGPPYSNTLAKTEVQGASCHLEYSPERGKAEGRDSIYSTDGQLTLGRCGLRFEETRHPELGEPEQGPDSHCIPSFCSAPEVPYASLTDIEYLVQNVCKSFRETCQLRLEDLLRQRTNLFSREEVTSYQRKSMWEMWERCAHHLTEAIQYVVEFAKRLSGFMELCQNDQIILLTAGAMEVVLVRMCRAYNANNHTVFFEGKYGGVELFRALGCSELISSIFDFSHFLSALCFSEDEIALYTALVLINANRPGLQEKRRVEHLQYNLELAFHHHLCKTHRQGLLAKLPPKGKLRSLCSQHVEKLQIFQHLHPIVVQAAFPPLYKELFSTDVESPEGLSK
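In this cell-based reporter format, copper sulfate (700 uM final) drives Gal4–ROR gamma fusion expression from a metallothionein promoter in Drosophila Schneider cells; compounds preincubated 1 hr, reporter read after 20 hr at ambient temperature.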
KCNH2 3.1 block: KCNH2 3.1 (human) potassium channel inhibition; U2OS KCNH2 3.1, thallium flux FluxOr; active compounds read low; activity change, % (tested at about 1.8 µM); 0.95% of 340,000 active; AID 720553;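 active means maximum activity change below -70%; inconclusive means maximum activity change from -70% to -50%; inactive means maximum activity change above -50%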;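 further: thallium influx rate constant from kinetic fluorescence after stimulation buffer; on the % scale 0 is the no-effect control and ±100 the full control effect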
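Normalized rate constant (relative to positive and negative DMSO controls) derived from a 2 min kinetic fluorescence read after stimulation; U2OS cells expressing the 3.1 isoform via virus at 1.77 x 10^8 /mL.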
NPC1 promoter act: NPC1 promoter activation. Huh7 NPC1 promoter luciferase reporter, 24 h. Potency, µM (doses to about 9.22 µM), for the others: at the highest dose activation, usual class: activators. 2.4% of 320,000 active;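 further: potency means the concentration at half of the fitted maximal effect; % of control where 0% means no effect; nearly all actives have a fitted effect of over 60% in size; reporter is driven by a mutant NPC1 promoter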
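Luminescence from an NPC1 promoter-driven luciferase reporter in stably transfected Huh7 cells was measured after 24 h compound treatment at 37 °C, followed by 10 min ambient incubation with luciferase detection reagent.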
Menin-MLL TR inh: displaces Texas Red mutant MLL peptide from human menin; O00255; Menin + Texas Red MLL mutant peptide, fluorescence polarization; Potency, µM (doses to about 61.6 µM), inactives show at the highest dose FP activity change, negative = inhibition, usual class: inhibitors; 0.23% of 270,000 active; AID 1768; active means well fitted inhibition curve with a large enough effect in the polarisation, with a control signal flat, not every such curve was filed as active; inconclusive means small, poorly fitted or top-dose-only effect, or effect the other way, or a change in a side signal; inactive means no such curve, though single readings can be large or run the other way; the % refers to the polarisation; further: potency means the concentration at half of the fitted maximal effect; % of control where 0% means no effect; many of its hits are not listed in these tables
FLuc counter: counter-screen for miR-21 project: firefly luciferase inhibitors or activators; Potency, µM (highest dose often 57.5 µM), for inactives: at the highest dose activity change, negative = inhibition, usual class: inhibitors; 6.9% of 360,000 active; AID 588342; purified FLuc, Km substrates, luminescence inhibition; P08659;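 further: potency means the concentration at half of the fitted maximal effect; plate controls were vehicle for no effect and reference inhibitor for full effect; nearly all actives have a fitted effect of over 55% in size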
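Biochemical qHTS of compounds, final roughly 60 µM downward over six points, against 10 nM purified firefly luciferase using Km concentrations of substrates (10 uM D-luciferin, 10 uM ATP) in Tris acetate pH 7.5 buffer; luminescence output.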
Rab9 prom act: activates the Rab9 promoter | Huh7 Rab9 promoter-luciferase reporter, luminescence, 24 h | Potency, µM (doses to about 9.22 µM), for the others: at the top dose activation, negative = inhibition, most hits filed as activators | 2.8% of 320,000 active | AID 485297; further: potency means the concentration at half of the fitted maximal effect; % of control where 0% means no effect; nearly all actives have a fitted effect of over 60% in size
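Steps: seed 1500 Huh7 Rab9-luc cells per well, rest 2 h at 37 °C; add compound in DMSO; incubate 24 h; add luciferase reagent, 10 min ambient; read luminescence.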
PKM2 act: activators of human pyruvate kinase M2 | purified PKM2, Kinase-Glo ATP luminescence, activation; response scale: 0% is enzyme alone, no compound | Potency, µM (top dose mostly 57.5 µM), without a hit: top-dose activation, usual class: activators | 0.34% of 260,000 active; further: potency means the concentration at half of the fitted maximal effect; on the % scale 0 is the no-effect control and ±100 the full control effect; nearly all actives have a fitted effect of over 55% in size
Target sequence (P14618 whole entry, looked up): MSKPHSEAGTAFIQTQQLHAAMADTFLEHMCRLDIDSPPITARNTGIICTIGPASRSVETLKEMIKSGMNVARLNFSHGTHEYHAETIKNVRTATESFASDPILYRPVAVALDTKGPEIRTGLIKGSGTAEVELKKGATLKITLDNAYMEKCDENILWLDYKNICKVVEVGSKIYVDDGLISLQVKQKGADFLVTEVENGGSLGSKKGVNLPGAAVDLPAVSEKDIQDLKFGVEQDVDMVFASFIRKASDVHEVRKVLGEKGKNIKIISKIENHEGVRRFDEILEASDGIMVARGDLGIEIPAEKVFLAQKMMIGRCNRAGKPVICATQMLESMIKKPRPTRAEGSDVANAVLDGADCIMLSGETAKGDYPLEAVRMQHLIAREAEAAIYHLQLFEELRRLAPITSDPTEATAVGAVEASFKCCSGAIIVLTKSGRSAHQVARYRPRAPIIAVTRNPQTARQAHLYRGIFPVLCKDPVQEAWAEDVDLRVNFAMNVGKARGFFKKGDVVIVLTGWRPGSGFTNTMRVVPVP
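Kinase-Glo luminescence reports ATP generated from ADP (0.1 mM) and PEP (0.5 mM) by purified hPK-M2 after 1 h at room temperature, pH 7.2 imidazole buffer; intermediate enzyme activity allows detecting inhibitors and activators.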
VP16 counter: counter-screen for ROR gamma inhibitors: Gal4-VP16 reporter; 3.5% of 310,000 active; Drosophila S2 Gal4-VP16 UAS-luciferase, luminescence, 20 h; Potency, µM (doses to about 53.6 µM), for inactives: at the top dose activity, negative = inhibition, usual class: inhibitors; AID 2546;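 further: Gal4-VP16 expression switched on by copper sulfate through the metallothionein promoter; potency means the concentration at half of the fitted maximal effect; on the % scale 0 is the no-effect control and ±100 the full control effect; nearly all actives have a fitted effect of over 50% in size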
ELG1 repair inh: ELG1-dependent DNA repair inhibition; HEK293T ELG1-luciferase reporter, luminescence, 16 h; DNA damage induced by 5-fluorouridine; Potency, µM (top dose mostly 46.1 µM), for inactives: at the top dose activity change, negative = inhibition, actives largely listed as inhibitors; 2.3% of 330,000 active; AID 504467; further: potency means the concentration at half of the fitted maximal effect; on the % scale 0 is the no-effect control and ±100 the full control effect; nearly all actives have a fitted effect of over 55% in size
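Cells (2,000 per well) received 5-fluorouridine plus test compound or DMSO and were incubated 16 hr at 37 °C, 5% CO2. Luciferase activity was read by luminescence 30 min after ONE-Glo addition; signal suppression marked inhibition of damage-induced ELG1 function.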
MBNL1 CUG block: inhibitors of human MBNL1 binding to CUG repeat RNA; TR-FRET MBNL1-His/biotin-(CUG)12 binding, 665/545 ratio; Potency, µM (top dose mostly 57.5 µM), without a hit: at the highest dose activity change, negative = inhibition, actives largely listed as inhibitors; 0.036% of 280,000 active; AID 2675; active means well fitted inhibition curve with a large enough effect in the signal ratio, with a control signal flat, not every such curve was filed as active; inconclusive means small, poorly fitted or top-dose-only effect, or effect the other way, or a change in a side signal; inactive means no such curve, though single readings can be large or run the other way; the % refers to the signal ratio; further: potency means the concentration at half of the fitted maximal effect; on the % scale 0 is the no-effect control and ±100 the full control effect
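MBNL1-His + Biotin-(CUG)12, cpd titration 92 nM–58 uM; Tb anti-His Ab 0.055 ng/ul, SA-XL665 5 nM (final); 60 min RT; ratiometric 665/545 nm, Ex 340 nm; normalized to buffer and full-complex controls.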
Mito fusion yeast: inhibitors of mitochondrial division or activators of mitochondrial fusion. Potency, µM (series often up to 46.1 µM), inactives show top-dose growth rescue (activation), hits mostly activators. S. cerevisiae fusion-defective mutant growth rescue, CellTiterGlo 48 h. AID 485298. 0.23% of 320,000 active;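 further: potency means the concentration at half of the fitted maximal effect; % of control where 0% means no effect; nearly all actives have a fitted effect of over 45% in size; temperature-sensitive fusion mutants such as fzo1-1 at 37 °C on non-fermentable ethanol glycerol medium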
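Read-out: ATP-based luminescence (CellTiterGlo, 10 min ambient) reporting growth of fusion-defective ts yeast after 48 hours at 37C on glycerol/ethanol YPEG medium in the presence of compound.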
* hit, by the source's call; ? = inconclusive; / = no result given; [ ] = another dose, or the depositor's remark. Unless noted, the call rests on the fitted dose curve; in most records, active means well fitted curve in the direction sought with a large enough effect; inconclusive means small, poorly fitted or top-dose-only effect, or another doubt; inactive means no such curve, though single readings can be large; an effect the other way counts as inactive or inconclusive. Not all compounds are listed (hit frequency here may not be typical).

SMILES	RORgamma inh	KCNH2 3.1 block	NPC1 promoter act	Menin-MLL TR inh	FLuc counter	Rab9 prom act	PKM2 act	VP16 counter	ELG1 repair inh	MBNL1 CUG block	Mito fusion yeast
CC(=O)c1cccc(CN2CCC(n3nccc3NC(=O)CCOc3ccccc3)CC2)c1	3%	-4	2%	/	1%	-1%	-8%	3%	-13%	-3%	0%
COc1cc(C2/C(=C(\O)c3ccc4c(c3)CC(C)O4)C(=O)C(=O)N2c2nnc(C)s2)cc(OC)c1OC (stereo unspecified)	33%	-1	2%	-25%	2%	-3%	/	7%	14%	45%[activator]	15%
CCCCCNC(=O)c1ccc2c(=O)n(CCCOCC)c(=S)[nH]c2c1	0%	8	0%	-3%	-2%	-3%	-9%	-6%	1%	58%[activator]	1%
COc1ccccc1-c1sc2ccccc2c1-c1ccc(C(C)=O)cc1	12%	/	17%	20%	15µM*	15%	-5%	22%	?	43%[activator]	-3%
CC(C)Cc1nc(N2CCN(C(=O)c3ccco3)CC2)c(C#N)c2c1CCC2	-87%	-4	-3%	?	0%	2%	22µM*	?	?	-6%	?
CCCCn1c(N)c(N(CCOC)C(=O)COC(=O)CCOc2ccccc2)c(=O)[nH]c1=O	/	-1	-7%	/	0%	0%	/	/	28%	/	1%
Cc1ccccc1Nc1nc(N)nc(COC(=O)/C=C/c2ccco2)n1	?	-4	-6%	1%	-13%	-4%	-2%	16%	-11%	5%	8%
O=C(Cn1c(COc2ccccc2)nc2ccccc21)Nc1cccc(Cl)c1	-27%	1	-2%	?	-12%	1%	29%	?	?	-2%	-4%
COc1cc(/C=C2\SC(=Nc3cccnc3)NC2=O)cc(OC)c1OC	9%	-3	1%	/	?	1%	-25%	-7%	20%	/	4%
O=C1C2CCCCN2C(=O)N1CCCCN1CCN(c2ccccc2Oc2ccccc2)CC1 (stereo unspecified)	/	-46	-1%	?	0%	2%	-3%	/	-14%	4%	4%
Cc1cccc(NC(=O)c2cccc(N3C(=O)CCC3=O)c2)c1	/	-15	3%	-2%	1%	0%	0%	/	1%	-6%	-2%
c1cncc(-c2nn[nH]n2)c1	-20%	23	-3%	-4%	2%	-1%	-8%	-8%	-12%	-14%	6%
Cn1cc(CN2CCC(n3nccc3NC(=O)Cc3ccccc3)CC2)cn1	-11%	6	-5%	/	-2%	10%	-7%	-10%	-3%	2%	2%
CC(=O)c1ccc(Sc2ccccc2N)c([N+](=O)[O-])c1	12%	14	-4%	/	6%	-5%	15%	4%	-3%	?	12%
COc1cccc(/C(O)=C2/C(=O)C(=O)N(CCN(C)C)C2c2ccccn2)c1 (stereo unspecified)	-21%	11	0%	-1%	6%	2%	-1%	4%	?	14%	0%

Not a retest: entries from further up.
SMILES	RORgamma inh	KCNH2 3.1 block	NPC1 promoter act	Menin-MLL TR inh	FLuc counter	Rab9 prom act	PKM2 act	VP16 counter	ELG1 repair inh	MBNL1 CUG block	Mito fusion yeast
O=C1C2CCCCN2C(=O)N1CCCCN1CCN(c2ccccc2Oc2ccccc2)CC1 (stereo unspecified)	/	-46	-1%	?	0%	2%	-3%	/	-14%	4%	4%
Cc1cccc(NC(=O)c2cccc(N3C(=O)CCC3=O)c2)c1	/	-15	3%	-2%	1%	0%	0%	/	1%	-6%	-2%
c1cncc(-c2nn[nH]n2)c1	-20%	23	-3%	-4%	2%	-1%	-8%	-8%	-12%	-14%	6%
Cn1cc(CN2CCC(n3nccc3NC(=O)Cc3ccccc3)CC2)cn1	-11%	6	-5%	/	-2%	10%	-7%	-10%	-3%	2%	2%
CC(=O)c1ccc(Sc2ccccc2N)c([N+](=O)[O-])c1	12%	14	-4%	/	6%	-5%	15%	4%	-3%	?	12%
COc1cccc(/C(O)=C2/C(=O)C(=O)N(CCN(C)C)C2c2ccccn2)c1 (stereo unspecified)	-21%	11	0%	-1%	6%	2%	-1%	4%	?	14%	0%

Sorted by molecular weight (largest number first): 3 of the compounds above.
SMILES	RORgamma inh	KCNH2 3.1 block	NPC1 promoter act	Menin-MLL TR inh	FLuc counter	Rab9 prom act	PKM2 act	VP16 counter	ELG1 repair inh	MBNL1 CUG block	Mito fusion yeast
COc1cc(C2/C(=C(\O)c3ccc4c(c3)CC(C)O4)C(=O)C(=O)N2c2nnc(C)s2)cc(OC)c1OC (stereo unspecified)	33%	-1	2%	-25%	2%	-3%	/	7%	14%	45%[activator]	15%
CC(=O)c1cccc(CN2CCC(n3nccc3NC(=O)CCOc3ccccc3)CC2)c1	3%	-4	2%	/	1%	-1%	-8%	3%	-13%	-3%	0%
c1cncc(-c2nn[nH]n2)c1	-20%	23	-3%	-4%	2%	-1%	-8%	-8%	-12%	-14%	6%

(list continues)
SMILES	RORgamma inh	KCNH2 3.1 block	NPC1 promoter act	Menin-MLL TR inh	FLuc counter	Rab9 prom act	PKM2 act	VP16 counter	ELG1 repair inh	MBNL1 CUG block	Mito fusion yeast
N#Cc1cc2c(=O)n3ccccc3nc2n(Cc2ccco2)c1=NC(=O)c1ccco1	3%	7	0%	7%	-1%	-3%	-4%	-12%	9%	/	2%
Cc1sc2nc(CN3CCOCC3)[nH]c(=S)c2c1C	-3%	3	-2%	-9%	-12%	6%	-2%	1%	-13%	15%	1%
O=C(Nc1nccs1)C(=O)c1c[nH]c2ccccc12	-7%	7	?	2%	7.6µM*	3.2µM*	-10%	7%	?	?	-1%
CC(C)(C)OC(=O)CNC(=O)c1nc[nH]c1C(=O)N1CCNCC1	/	1	-1%	/	-2%	-9%	/	/	17%	/	3%
COc1ccc2nc(SC(C)C(=O)NC3(C#N)CCCCC3)[nH]c2c1 (stereo unspecified)	/	10	-3%	/	-1%	-4%	/	/	-4%	/	2%
CCOc1ccc(NC(=O)CSc2nnc(C)n2C2CC2)cc1S(=O)(=O)N1CCCC1	/	-5	-2%	/	4%	-4%	/	/	?	/	-6%
Cc1oc(C(C)(C)C)cc1C(=O)N1CCN(c2ncccc2C(F)(F)F)CC1	30%	18	-2%	/	-1%	-1%	0%	-6%	-14%	/	4%
COCC1CCN(C(=O)c2ccc3oc(CCCc4ccccc4)nc3c2)C1 (stereo unspecified)	?	-22	?	/	?	?	4%	12%	?	-3%	3%
COc1cc(CCC(=O)Nc2ccc(S(=O)(=O)N3CCCC3)cc2)cc(OC)c1OC	/	-1	-1%	/	6%	-4%	/	/	?	/	-3%
Cc1c(C(=O)O)oc2ccc(S(=O)(=O)N3CC(C)CC(C)C3)cc12 (stereo unspecified)	11%	-5	-1%	25%	5%	-2%	1%	-4%[0.365 µM]	9%	-7%	-1%
CCOc1c(Br)cc(C2CC(=O)Nc3cc(OC)c(OC)cc32)cc1OC (stereo unspecified)	?	-3	-1%	9%	1%	1%	-3%	?	-12%	-6%	3%
Cc1ccccc1-c1nc2cc(Cl)ccc2c(=O)o1	13%	-7	-4%	18%	-11%	1%	/	2%	-2%	2%	15%
CCCCC(Br)C(=O)Nc1ccc(S(=O)(=O)Nc2cc(C)nc(C)n2)cc1 (stereo unspecified)	-13%	-2	0%	/	1%	9%	/	22%	13%	3%	-3%
CC1CCN(C(=O)c2ccc(S(=O)(=O)N3CCCC3)cc2)CC1	/	-11	-4%	/	5%	2%	/	/	20%	/	0%
COc1ccc(NC(=O)c2ccccc2N(Cc2ccccc2)S(C)(=O)=O)cc1	16%	-4	1%	-2%	-2%	-9%	1%	-3%	-6%	3%	-2%
COCCN1CCCC(CNCc2cn(C)nc2-c2ccc(Oc3ccccc3)cc2)C1 (stereo unspecified)	?	-24	0%	?	-1%	-8%	-4%	-29%	-9%	-1%	-7%
Cc1cc(=O)n2nc(N3CCCC(C(=O)NCc4ccccc4C)C3)sc2n1 (stereo unspecified)	-24%	13	-3%	-12%	-1%	6%	-5%	-21%	2%	7%	2%
CCCCn1c(N)c(N(CCOC)C(=O)CCC2CCCCC2)c(=O)[nH]c1=O	/	-16	0%	/	-2%	-11%	/	/	19%	/	-1%
